Source: PubChem
PKA-R2B activ: activates the human PKA-R2B holoenzyme complex | activation, % at 11.4 µM | 340,000 tested, 0.079% active | AID 504700 | PKA-R2B holoenzyme dissociation, Cy5-IP20 fluorescence polarization; R2B truncated from residue 108, S112A mutant; 0% DMSO only, 100% 113 µM cGMP;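 active = activation above a cutoff set at the mean over all compounds plus 3 SD, cut at about 18% in these data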;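 also: higher means more holoenzyme dissociation and a rise in polarization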
Target sequence (P31323 whole entry, looked up, other chains not shown, the tested form may be a part): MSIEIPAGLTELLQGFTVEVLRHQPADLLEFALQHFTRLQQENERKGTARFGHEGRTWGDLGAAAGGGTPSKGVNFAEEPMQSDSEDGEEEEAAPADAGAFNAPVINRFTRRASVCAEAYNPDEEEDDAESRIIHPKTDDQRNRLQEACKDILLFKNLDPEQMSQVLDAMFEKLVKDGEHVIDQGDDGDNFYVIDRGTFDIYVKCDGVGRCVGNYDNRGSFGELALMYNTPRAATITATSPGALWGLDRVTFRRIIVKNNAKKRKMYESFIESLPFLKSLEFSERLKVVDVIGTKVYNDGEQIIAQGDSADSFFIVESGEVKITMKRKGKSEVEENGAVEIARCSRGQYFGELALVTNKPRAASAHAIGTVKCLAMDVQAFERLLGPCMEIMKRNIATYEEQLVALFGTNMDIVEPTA
Tat export inh: inhibitors of E. coli Tat protein transport; E. coli MC4100 TorA-mCherry Tat export, fluorescence; inhibition, % at 10 µM; 340,000 tested, 0.036% active;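 active = mean replicate inhibition at least 50% and at least half of replicates individually reaching 50%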;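 also: exported cargo escapes ClpAP degradation while cytoplasmic cargo is degraded and loses fluorescence; 0% = median of neutral control wells and 100% = median of NaSCN control wells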
CDK5 inh: blocks human CDK5/p35 kinase activity; Q00535+Q15078; Recombinant CDK5/p35, ADP-Glo luminescence, 60 min; inhibition, % at 10 µM; 330,000 tested, 0.01% active; AID 488839;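 active = highest replicate inhibition of at least 50% and at least 75% of replicates reaching 50%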;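 also: plate controls were DMSO neutral control for no effect and GW8510 at 10 µM for full effect; many of its hits are not listed in these tables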
AddAB inh: less growth of phage-infected E. coli with AddAB | 330,000 tested, 0.29% active | inhibition, % at 11.9 µM | E. coli expressing H. pylori AddAB, absorbance growth | AID 435030; in the data active = inhibition above about 12%;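 also: 0% = vehicle wells of infected cells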
PKA-R1A act: activates the PKA-R1A holoenzyme complex; PKA-R1A dissociation, Cy5-IP20 fluorescence polarization; scaled: DMSO 0%, 113 µM cGMP 100%; activation, % at 11.4 µM; P00514+P68181; 340,000 tested, 0.083% active; AID 504707;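 active = percent activation above the mean of all tested compounds plus 3 SD, cut at about 19% in these data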;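 also: higher means more PKAc released from R1A so a rise in polarization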
DAGLB inhibitor: blocks human DAGLB lipase activity. Q8NCG7. HEK293T DAGLB membrane lysate, EnzChek fluorogenic substrate. inhibition, % at 5.17 µM. 340,000 tested, 0.059% active; in the data active = inhibition above about 34%;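 also: 0% = enzyme with vehicle and 100% = wells lacking enzyme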
Target sequence (Q8NCG7 whole entry, looked up): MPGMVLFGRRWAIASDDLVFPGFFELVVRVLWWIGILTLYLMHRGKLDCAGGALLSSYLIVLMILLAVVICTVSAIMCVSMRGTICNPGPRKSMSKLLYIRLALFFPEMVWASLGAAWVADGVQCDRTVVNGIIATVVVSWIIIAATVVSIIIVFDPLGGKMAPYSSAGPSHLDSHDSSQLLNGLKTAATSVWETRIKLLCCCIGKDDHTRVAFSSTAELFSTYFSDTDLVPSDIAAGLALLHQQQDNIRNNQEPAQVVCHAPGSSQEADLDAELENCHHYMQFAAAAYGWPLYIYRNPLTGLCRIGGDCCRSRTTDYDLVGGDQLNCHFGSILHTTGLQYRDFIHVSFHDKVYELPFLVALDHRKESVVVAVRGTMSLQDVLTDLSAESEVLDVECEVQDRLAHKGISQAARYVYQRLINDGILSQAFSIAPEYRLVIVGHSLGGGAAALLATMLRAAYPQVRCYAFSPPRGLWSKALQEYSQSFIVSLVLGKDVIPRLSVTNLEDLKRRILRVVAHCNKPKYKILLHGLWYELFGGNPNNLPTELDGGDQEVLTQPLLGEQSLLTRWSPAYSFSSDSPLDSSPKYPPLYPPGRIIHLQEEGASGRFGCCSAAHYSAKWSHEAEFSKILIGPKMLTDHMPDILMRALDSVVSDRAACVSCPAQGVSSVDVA
E coli growth: reduces bacterial viability in AddAB counter-screen; 330,000 tested, 0.27% active; inhibition, % at 11.9 µM; AID 449728; E. coli V3065 growth, OD600 absorbance, 18 h;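 active = inhibition above the campaign's mean inhibition across all tested compounds plus 3 SD, cut at about 9.9% in these data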;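 also: uninfected addAB+ strain grown without phage in ampicillin broth; 0% = DMSO wells and 100% = ciprofloxacin 0.95 µg/ml wells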
SUMO Mot1 rescue: blocks SUMOylation pathway, rescuing yeast Mot1-301 growth | S. cerevisiae Mot1-301 growth rescue, ATP luminescence, 38.5C; percent above DMSO median, 100 means doubled | growth rescue, % at 18.8 µM | 320,000 tested, 1% active | AID 2716;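 active = every valid replicate shows activation above 250% relative to neutral control wells; inactive = the rest, any valid replicate at or below 250%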;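 also: OY570 slx delta 5 strain wells were the positive control but not used for scaling; some compounds called inactive have numbers as strong as hits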
phage Ecoli inh: E. coli growth loss with phage present | growth absorbance | inhibition, % at 11.9 µM | 360,000 tested, 0.26% active | AID 651602; in the data active = inhibition above about 11%
HTR5A ag: activates human HTR5A in OPRM1-OPRD1 agonist counter-screen. HTR5A agonist assay, luminescence, cell-based. activation, % at 9.3 µM. 340,000 tested, 0.61% active. AID 504692; in the data active = activation mostly above about 9.5%, no sharp cut-off; inactive = mostly below about 7.6%;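 also: 0% = cells with vehicle only and 100% = reference agonist; strong numbers were not always called active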
HTR5A inv ag: counter-screen for OPRM1-OPRD1 inverse agonists: human HTR5A inverse agonism | P47898 | HTR5A cell line, luminescence | inhibition, % at 9.3 µM | 340,000 tested, 0.083% active; in the data active = inhibition mostly above about 23%, no sharp cut-off; inactive = mostly below about 18%;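 also: 0% = cells with DMSO and 100% = no-cell wells with DMSO; some compounds called inactive have numbers as strong as hits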
An asterisk follows results filed as active; i = inactive; . = not tested or not shown. Random draw from the library. About 2.3% of those tested had a hit in this group.

SMILES	PKA-R2B activ	Tat export inh	CDK5 inh	AddAB inh	PKA-R1A act	DAGLB inhibitor	E coli growth	SUMO Mot1 rescue	phage Ecoli inh	HTR5A ag	HTR5A inv ag
CCCC(=O)Nc1ccc(-c2csc(NNC(C)=O)n2)cc1	-0.2	0.0	-0.2	1.3	-11.8	-6.6	-1.6	0.9	0.7	-0.1	-7.7
CCCCn1c(N)c(N(CC(C)C)C(=O)c2ccc(N3C(=O)CCC3=O)cc2)c(=O)[nH]c1=O	-0.8	-3.2	2.2	0.0	3.4	0.0	1.4	-25.0	1.7	3.0	-2.8
O=C1c2ccccc2C2(c3ccccc3)NCCCN12 (stereo unspecified)	-0.5	-2.5	-2.4	0.9	5.6	-2.0	0.7	-8.1	4.0	7.2	-15.3
CCN(CC)c1ccc2cc(C(=O)O)c(=O)oc2c1	-5.2	3.1	3.6	-0.3	-1.6	-0.1	1.0	15.8	1.2	2.4	9.0
C[C@H](CO)N1C[C@H](C)[C@@H](CN(C)Cc2ccc(Cl)c(Cl)c2)Oc2c(NS(=O)(=O)c3ccc(F)cc3)cccc2C1=O	11.7	10.0	-1.3	3.1	10.4	1.2	-1.5	14.4	1.9	1.3	2.4
CC(C)N(Cc1ccccc1)C(=O)CN1c2cccc3cccc(c23)S1(=O)=O	0.9	-4.3	-2.0	-2.6	-0.5	-2.0	-1.2	37.1	-0.4	1.5	-5.9
O=C(NCC1CCCO1)C(c1ccccn1)N(Cc1ccccc1Cl)C(=O)CN1C(=O)c2ccccc2S1(=O)=O (stereo unspecified)	-0.5	-2.7	0.7	-0.5	-5.8	0.3	0.1	14.2	0.5	0.4	-1.1
O=C(CSc1nc(O)c(C(c2ccccc2)c2ccccc2)c(=O)[nH]1)N1CCOCC1	4.1	-5.1	-0.2	1.2	10.0	1.0	1.6	78.8	0.1	-1.7	4.7
COc1ccc(N2CC(C(=O)O)CC2=O)cc1 (stereo unspecified)	0.7	0.2	2.7	0.8	-2.7	1.4	-0.6	-15.7	1.4	3.0	15.3
COCCNC(=O)/C(C#N)=C/c1ccccc1Br	8.9	-5.3	0.1	1.5	2.4	-1.4	-1.3	10.7	-2.2	-2.5	7.2
Cc1cccc(C2=N/C(=C\c3cccs3)C(=O)O2)c1	3.1	-2.8	0.4	3.4	-2.5	6.1	3.5	12.7	3.5	-9.5	26.1
CCCC1C(c2ccccc2)C(C#N)(C#N)C2(C#N)CC1(N)NC2=O (stereo unspecified)	2.2	1.8	1.1	4.0	5.5	3.1	2.4	7.0	2.9	6.5	13.7
COc1cc2c(cc1NC(C)=O)CCCC2	-23.6	-10.8	-3.0	-0.3	-5.1	-1.9	1.6	-7.0	1.7	-5.3	-9.7
O=C(Nc1nnc(SCC(=O)N2CCCC2)s1)C1CC(=O)N(c2ccccc2)C1 (stereo unspecified)	-4.0	-9.4	1.2	4.6	-4.1	3.9	3.2	i	-0.2	2.3	29.7
COc1cc(C(=O)Nc2nc(N)n(-c3ccccc3)n2)cc(OC)c1OC	-3.6	-1.6	-4.2	-0.2	-2.8	2.0	-1.5	152.6	-0.2	-1.2	5.8
O/N=C1\CCCc2ccc3ccccc3c21	-2.9	-8.1	-6.3	3.6	10.7	-15.7	-0.3	-21.3	0.1	10.2	-37.8
CCOCCCNC(=O)c1ccc(OC(C)=O)cc1	-13.4	-4.2	1.0	-0.2	-7.0	-2.6	-0.4	9.0	0.4	7.0	-18.8
O=c1[nH]c(Cc2cccc(C(F)(F)F)c2)nc2ccccc12	-6.2	-4.4	-0.9	0.7	-4.8	-4.2	1.4	3.5	4.5	6.5	-23.7
Clc1ccc(NCc2nncn2-c2ccccc2)cc1	-11.1	10.9	1.4	1.3	-3.6	-3.4	0.1	-14.1	4.8	3.0	-35.4
CCOc1ccc(-c2nnn(CC(=O)c3ccc4c(c3)OCCO4)n2)cc1	-5.4	-5.2	0.2	1.6	2.5	-8.7	-1.1	2.5	1.3	1.9	6.8
O=C(CCc1nc2ccccc2s1)OCC(=O)c1ccc[nH]1	2.5	3.5	2.4	-1.2	7.7	1.5	-1.0	-12.1	0.9	4.0	-38.0
CCOC(=O)c1c(N)n(C2CC(C)(C)NC(C)(C)C2)c2nc3ccccc3nc12	-10.5	-5.4	0.6	-0.4	-11.5	4.9	1.4	1.1	.	2.8	37.3*
Cc1ccc(C2CN(C)C3(C(=O)Nc4ccccc43)C23COc2ccccc2C3=O)cc1 (stereo unspecified)	-8.4	2.6	0.0	-1.1	4.6	-6.8	1.6	267.9	0.6	2.4	-7.3
O=C1NC2(CCCC2)N=C1c1ccc(F)cc1	1.6	1.6	-1.1	3.0	10.3	-0.7	-0.9	-13.6	1.8	-5.9	0.9
CC1CCN(c2nc3ccccc3nc2C(C#N)C(=O)OC2CCCCC2)CC1 (stereo unspecified)	1.6	7.9	-1.4	0.3	8.8	-3.8	-1.0	295.6	.	1.9	14.9
Cc1cccc(C(=O)Oc2csc(=S)n2C(=O)c2cccc(C)c2)c1	10.0	-1.9	1.7	3.4	-8.5	4.8	-2.0	-28.8	3.1	3.7	4.0
Cc1cccc(NC(=S)Nn2cnnc2)c1C	-12.7	4.0	0.5	5.1	-11.0	-1.0	0.2	-11.5	3.2	-9.3	22.9
O=C(COc1ccc(Cl)cc1)NNC(=O)c1ccncc1	-12.1	-5.9	-0.1	1.5	-1.4	-0.2	2.5	-10.1	1.9	3.1	-11.2
O=C(CNCc1ccccc1)Nc1ccc(F)cc1	6.2	-3.6	0.5	-0.8	-3.9	-1.5	-1.3	12.1	2.8	3.0	-26.0
COc1ccc(N(CC2CO2)S(=O)(=O)c2ccc(C)cc2)cc1 (stereo unspecified)	-6.2	2.5	-3.4	5.1	-0.2	-1.9	0.4	-8.3	0.1	-0.8	-2.2
O=C(Nc1nc2ccccc2n1CCOc1ccc(Cl)cc1)c1ccco1	8.1	0.6	-0.1	-1.3	4.5	1.5	-2.7	-7.9	1.2	-2.2	-19.4
CC(=O)c1cccc(NC(=O)CN(c2ccccc2F)S(C)(=O)=O)c1	-0.9	4.0	-0.2	0.9	-2.8	0.4	0.9	7.4	1.6	-3.6	-18.5
Cn1ccnc1SCC(=O)Nc1ccc(Cl)cn1	9.8	-3.8	1.2	1.1	-5.8	0.4	-0.8	-4.3	4.7	-6.3	15.1
COc1ccc(OC)c(C2=NS(=O)(=O)N(C)C(C(=O)N3CCC4(CC3)OCCO4)=C2)c1	-5.0	1.7	-1.5	4.7	-2.6	-0.5	1.1	-2.8	0.9	2.9	-1.5
COc1ccc(C2(OC)Oc3cc(OC)ccc3C(=O)C2(O)OC)cc1 (stereo unspecified)	-0.1	1.1	1.4	.	4.4	-4.2	.	.	-1.2	5.7	-21.9
O=C(CSc1nnc2scc(-c3ccccc3)n12)NCc1ccc2c(c1)OCO2	-5.2	1.9	-0.3	1.6	-4.9	0.6	2.0	-29.0	0.6	-2.0	6.1
COC(=O)c1c(NC(=O)Cc2ccc(OC)c(S(=O)(=O)N3CCOCC3)c2)sc(C)c1C	-6.9	11.1	0.9	1.4	4.2	0.7	1.9	2.4	2.4	-1.5	4.0
Cc1cc(C(F)(F)F)nc(SCC(=O)c2cccc([N+](=O)[O-])c2)n1	-15.1	8.7	1.5	1.1	-31.2	-5.4	0.7	-14.6	4.4	-2.6	-35.0
O=C1C2C3C=CC(C2C(=O)N1C1CCCCC1)C1C2C(=O)N(C4CCCCC4)C(=O)C2C31 (stereo unspecified)	4.0	-9.9	-0.6	0.8	-3.9	1.9	-0.9	-6.7	4.2	0.8	-6.7
CCNC(=S)N1CCN(c2nc(-c3cccc(OC)c3)cs2)CC1	-4.3	9.8	-0.8	2.9	4.5	0.0	0.2	22.4	-0.7	3.0	-11.0
Cc1cc(SCC(=O)c2cccs2)nc2ccccc12	-11.1	-11.1	.	4.0	-5.1	-13.1	2.3	436.8	4.5	2.8	31.7
Nc1nnc(SCC(=O)c2ccccc2)s1	-3.2	2.1	-1.7	1.4	11.5	-1.4	3.3	16.2	3.2	2.5	-9.2
Cc1cccc(OC(=O)CN2C(=O)C3C4CCC(C4)C3C2=O)c1C (stereo unspecified)	6.6	-4.4	0.5	-1.9	4.0	-4.0	-1.4	-3.0	1.2	-0.4	13.3
NS(=O)(=O)c1ccc(CCNC(=O)c2cnccn2)cc1	-0.9	3.1	1.2	1.7	-9.9	-0.1	-0.1	2.5	-0.5	0.6	-1.8
CC(C)(C)c1ccc(OCc2nnc(SCC(N)=O)n2N)cc1	-3.4	-8.0	0.0	0.8	-16.2	1.9	-0.6	39.2	0.5	-1.3	3.3
Cc1c(NC(=O)C(C)OC(=O)c2cc(-c3cccc4ccccc34)nc3ccccc23)c(=O)n(-c2ccccc2)n1C (stereo unspecified)	-7.7	-3.7	0.3	4.1	13.2	-3.1	2.4	75.0	3.1	5.7	-4.2
CC1=CC2=C(OC1N(C)C)c1cccc3cccc(c13)C2=O (stereo unspecified)	-0.2	7.1	-2.8	0.3	3.0	5.9	2.5	74.9	.	-6.5	15.5
CCOC(=O)c1sc2nc(Cc3ccc(Cl)cc3)[nH]c(=S)c2c1C	3.6	0.3	1.6	3.0	-7.3	-2.8	-0.6	-6.4	1.9	-1.7	7.5
Nc1[nH]c(=O)[nH]c(=O)c1N=Cc1ccccc1	2.2	2.4	-0.6	.	0.6	-4.9	.	.	.	2.0	-7.6
O=C(Nc1cc(C(F)(F)F)ccc1N1CCOCC1)c1cnccn1	-6.1	4.5	0.3	-2.1	-6.2	-2.2	-3.0	-1.3	2.4	3.7	-1.4

(continued)
SMILES	PKA-R2B activ	Tat export inh	CDK5 inh	AddAB inh	PKA-R1A act	DAGLB inhibitor	E coli growth	SUMO Mot1 rescue	phage Ecoli inh	HTR5A ag	HTR5A inv ag
CCOC(=O)CSc1nc2ccc(C)cc2[nH]1	-4.8	0.3	1.5	1.0	13.5	-1.1	-0.2	-10.5	3.9	4.1	-17.9
Cc1ccc(Cn2c(=O)c3ccccc3n3c(CCC(=O)NCCN4CCOCC4)nnc23)cc1	-8.8	-3.2	.	5.4	-13.3	-0.3	1.2	5.3	.	3.0	2.0
O=C(N1CCCC1)C12CC3CC(CC(Cl)(C3)C1)C2	-4.3	-7.7	-0.6	1.7	4.5	0.9	1.3	15.5	-0.6	3.5	-13.1
Cc1ccc(OCCOCCN(C)C)c(Cl)c1	-10.1	-5.9	-0.2	4.2	8.7	1.2	1.0	-4.9	3.1	6.2	-22.9
CC1CN(C(=O)c2cc(S(=O)(=O)N3CCCCC3)ccc2Cl)CC(C)O1 (stereo unspecified)	-4.5	-10.2	-0.8	0.2	5.8	-1.0	2.5	2.5	0.5	-4.1	-23.8
